Bioassay records as filed in PubChem BioAssay.
RGS4 inhibitor: inhibitors of human regulator of G protein signaling 4. actives 0.039% (n = 390,000). Potency, µM (titrated, usually from 114 µM), for inactives: top-dose activity change, negative = inhibition, hits mostly inhibitors. Transcreener GDP fluorescence polarization, RGS4-accelerated GTP hydrolysis; note: % is set by controls: 0 for no effect and ±100 for the full control effect; nearly all actives have a fitted effect of over 75% in size; some results filed as inactive show a strong effect at the top dose
Target sequence (P49798 whole entry, looked up): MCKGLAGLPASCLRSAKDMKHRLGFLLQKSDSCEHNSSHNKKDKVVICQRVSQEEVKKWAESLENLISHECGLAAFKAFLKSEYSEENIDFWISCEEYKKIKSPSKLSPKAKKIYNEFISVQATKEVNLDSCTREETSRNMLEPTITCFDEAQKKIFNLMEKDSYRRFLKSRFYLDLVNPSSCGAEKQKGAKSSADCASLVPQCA
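MLSMR compounds (23 nl, pin-transferred) preincubated 10 min at room temperature with a 500nM (2x) first reagent, then RGS4 at 900nM (2x) plus Transcreener GDP mix added; fluorescence polarization (620/688 nm) read before and after 90 min at 30 °C.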
rTrxR1 inhibitor: inhibitors of rat thioredoxin reductase 1; recombinant rTrxR1, NADPH fluorescence consumption, selenite substrate; Potency, µM (doses to about 114 µM), for the others: at the highest dose activity change, negative = inhibition, most hits filed as inhibitors; actives 1% (n = 390,000); note: % is set by controls: 0 for no effect and ±100 for the full control effect; nearly all actives have a fitted effect of over 65% in size
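Rat TrxR1 (90 nM in the dispensed reagent) was pre-reduced with 400 uM NADPH for 5 min at room temperature, then incubated with compound for 15 min. After 400 uM selenite was added, NADPH fluorescence (Ex 340/Em 450 nm) was followed for 8 min.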
TrxR1 substrate: substrates of rat thioredoxin reductase 1. O89049. actives 0.01% (n = 390,000). purified TrxR1 substrate turnover, NADPH consumption readout. Potency, µM (doses to about 114 µM), for inactives: top-dose activity change, negative = substrate turnover; note: % is set by controls: 0 for no effect and ±100 for the full control effect; nearly all actives have a fitted effect of over 50% in size
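Rat TrxR1, dispensed at 90 nM, was prereduced with 400 uM NADPH (final) for 5 min at ~22 deg C, then incubated with compound 15 min before 400 uM selenite. A first-read NADPH fluorescence drop versus no-compound background flagged substrates.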
Vif-APOBEC3G blk: inhibitors of Vif-APOBEC3G interaction. actives 0.076% (n = 410,000). AID 602310. Potency, µM (series often up to 46.1 µM), for the others: at the top dose activity, negative = active, most hits filed as inhibitors. Q9HC16. HeLa A3G-eYFP + Vif (tagged APOBEC3G with the HIV-1 protein that degrades it), YFP fluorescence, overnight;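 note: % is set by controls: 0 for no effect and ±100 for the full control effect; nearly all actives have a fitted effect of over 60% in size; hits raise eYFP signal because A3G escapes Vif-driven loss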
Target sequence (Q9HC16 whole entry, looked up): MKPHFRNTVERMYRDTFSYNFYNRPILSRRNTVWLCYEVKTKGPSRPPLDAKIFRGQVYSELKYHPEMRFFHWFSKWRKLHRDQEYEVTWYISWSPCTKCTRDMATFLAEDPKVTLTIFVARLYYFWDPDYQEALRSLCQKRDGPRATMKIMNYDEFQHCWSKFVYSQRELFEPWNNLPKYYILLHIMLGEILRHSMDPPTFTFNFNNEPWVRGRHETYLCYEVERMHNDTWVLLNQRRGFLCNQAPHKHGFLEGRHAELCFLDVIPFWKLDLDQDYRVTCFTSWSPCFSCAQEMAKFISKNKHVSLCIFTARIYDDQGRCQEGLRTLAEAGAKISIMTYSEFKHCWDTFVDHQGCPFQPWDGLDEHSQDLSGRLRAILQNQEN
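HeLa cells stably expressing Vif and C-terminally eYFP-tagged A3G, seeded overnight at 37 deg C, then exposed to compound by pintool overnight at 37 deg C. Rise in yellow fluorescence (Ex 488/Em 500-530, Acumen) marks blocked Vif-driven A3G degradation.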
USP1 inh: inhibitors of human USP1/UAF1 deubiquitinase | Potency, µM (highest dose often 57.1 µM), for inactives: at the top dose activity change, negative = inhibition, actives largely listed as inhibitors | actives 0.23% (n = 390,000) | recombinant USP1/UAF1, Ub-Rhodamine cleavage fluorescence | O94782; note: % is set by controls: 0 for no effect and ±100 for the full control effect; nearly all actives have a fitted effect of over 60% in size; inactives centre near -12
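USP1/UAF1 complex at 1 nM was preincubated with compound for 15 min at room temperature, then Ub-Rho substrate (150nM final) was added. Fluorescence (480/540 nm) was read kinetically, 6 reads every 60 seconds.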
Vif-A3F inh: Vif-A3F binding inhibition; Potency, µM (doses to about 46.1 µM), for inactives: top-dose activity, negative = active; HeLa A3F-eYFP + Vif (tagged APOBEC3F with the HIV-1 protein that degrades it), YFP fluorescence increase; AID 602313; actives 0.2% (n = 390,000); note: % of control where 0% means no effect; nearly all actives have a fitted effect of over 65% in size
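HeLa cells stably expressing Vif plus C-terminally eYFP-tagged A3F were seeded, incubated overnight at 37 deg C, dosed with compound, incubated overnight again at 37 deg C. Yellow fluorescence (Ex 488/Em 500-530) reported blocked Vif-mediated A3F-eYFP degradation.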
ALOX12 inh: blocks human arachidonate 12S-lipoxygenase | purified 12hLO, xylenol orange hydroperoxide absorbance | Potency, µM (doses to about 108 µM), for inactives: at the highest dose activity change, negative = inhibition, actives largely listed as inhibitors | actives 1.1% (n = 580,000) | AID 1671190; note: % is set by controls: 0 for no effect and ±100 for the full control effect
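Hydroperoxide product was detected by ferrous iron/xylenol orange as the 573 to 405 nm absorbance ratio. Arachidonic acid at 40 uM (final) was turned over for 30 min at room temperature by 150 nM human 12hLO, pH 7.0 Hepes buffer, after 15 min compound preincubation.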
mIDH1 inhibitor: human IDH1 R132H inhibition; IDH1-R132H enzyme, NADPH consumption, diaphorase/resazurin fluorescence; Potency, µM (titrated, usually from 76.6 µM), for inactives: top-dose activity change, negative = inhibition, usual class: inhibitors; actives 0.093% (n = 390,000); AID 602179; note: % is set by controls: 0 for no effect and ±100 for the full control effect; nearly all actives have a fitted effect of over 65% in size
Target sequence (O75874 whole entry R132H, stated change not applied): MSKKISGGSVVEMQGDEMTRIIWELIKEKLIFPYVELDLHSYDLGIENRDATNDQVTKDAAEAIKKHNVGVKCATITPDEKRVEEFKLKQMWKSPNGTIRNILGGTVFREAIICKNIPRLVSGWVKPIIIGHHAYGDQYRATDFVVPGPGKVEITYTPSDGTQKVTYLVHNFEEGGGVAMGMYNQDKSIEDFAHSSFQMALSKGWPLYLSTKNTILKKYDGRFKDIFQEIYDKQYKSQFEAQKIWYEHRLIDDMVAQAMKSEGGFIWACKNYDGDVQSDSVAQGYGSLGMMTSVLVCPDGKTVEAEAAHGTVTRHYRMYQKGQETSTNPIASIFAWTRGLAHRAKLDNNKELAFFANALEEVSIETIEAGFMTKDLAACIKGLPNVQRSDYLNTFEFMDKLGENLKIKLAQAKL
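IDH1-R132H (0.5 ug/mL dispensed) in pH 7.5 Tris buffer was preincubated 30 min with compound, then given a substrate mix of 0.016 mM NADPH and 2 mM alpha-KG for 80 min at room temperature; remaining NADPH was read by diaphorase/resazurin fluorescence.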
RXFP1 agonist: RXFP1 (human) receptor agonism. Q9HBX9. HEK293T-RXFP1 cAMP TR-FRET, 30 min; response scale: percent of porcine relaxin response, buffer zero. Potency, µM (titrated, usually from 57.5 µM), without a hit: at the highest dose activation, most hits filed as activators. actives 0.3% (n = 370,000); note: % is set by controls: 0 for no effect and ±100 for the full control effect; nearly all actives have a fitted effect of over 60% in size; many of its hits are not listed in these tables
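HEK293T cells stably expressing RXFP1 were pretreated with the PDE4 inhibitor Ro 20174, exposed to compounds for 30 min at 37C, lysed, and cAMP was read by TR-FRET. Data normalized to buffer (basal) and 29 nM porcine relaxin (100%).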
Starred values were filed as active, the others as inactive; u = inconclusive; x = no result given; & = joins results of further samples; [ ] = remark or other dose. Calls come from the whole dose curve; as a rule, active = well fitted curve in the direction sought with a large enough effect; inconclusive = small, poorly fitted or top-dose-only effect, or another doubt; inactive = no such curve, though single readings can be large; an effect the other way counts as inactive or inconclusive. Potency is the fitted concentration of half-maximal effect. This is a subset; count on the stated rates, not on these rows.

Compound	RGS4 inhibitor	rTrxR1 inhibitor	TrxR1 substrate	Vif-APOBEC3G blk	USP1 inh	Vif-A3F inh	ALOX12 inh	mIDH1 inhibitor	RXFP1 agonist
CCC1(C)Cc2nc3[nH]c(=S)n(-c4ccccc4C)c(=O)c3cc2CO1 (stereo not given)	-47%	-19%	-8%	0%	3%	-3%	-20%	0%	1.6%
O=C1NC(N2CCOCC2)=N/C1=C/c1ccc2c(c1)OCO2	-11%	16%[57.1 µM]	-7%	-3%	-3%	8%	-14%	1%	1.7%
COc1cccc2c(=O)cc(C)n(CC(=O)Nc3ccccc3C)c12	20%	3%	61%[activator]	-2%	3%	-9%	2%	1%	2.3%
CCOC(=O)c1ccccc1NC(=O)CSc1nnnn1C1CCCCC1	-11%	22%	0%	2%	-23%	-7%	11%	6%	3.0%
CCC1CCCCN1CCCNC(=O)C1CCC(CNS(=O)(=O)c2c(C)cc(C)cc2C)CC1 (stereo not given)	18%	27%	1%	1%	-1%	-6%	-8%	0%	-0.3%
Cc1cc(C)n(Cc2ccc(NC(=O)c3nn(C)cc3[N+](=O)[O-])cc2)n1	-19%	11%	2%	-19%	-11%	-3%	-6%	-1%	1.2%
Cc1ccc(S(=O)(=O)/N=C(/Nc2cccc3ccccc23)c2ccc(F)cc2)cc1	-7%	15%	-3%	-19%	-21%	0%	1%	0%	-1.3%
CCOC(=O)C(NC(=O)c1ccccc1F)(Nc1cc(C)on1)C(F)(F)F (stereo not given)	4%	-15%	-10%	1%	-1%	-6%	-16%	2%	0.2%
COc1ccc(N(CC(=O)Nc2ccccc2C(=O)N2CCOCC2)S(=O)(=O)c2ccc(F)cc2)cc1	-5%	-6%	-8%	-3%	1%	-7%	-9%	0%	1.0%
N#C/C(=C/C1=C(N2CCOCC2)C(=C/c2cccc([N+](=O)[O-])c2)/CC1)C(=O)Nc1ccccc1F	-8%	-9%	-5%	-7%	-9%	1%	-1%	-2%	x
CCCCN(C)CCCNC(=O)Cn1ncc2c3ccccc3n(Cc3cccc(Cl)c3)c2c1=O	13%	-24%	-5%	-4%	u	-27%	u	23%	0.3%
CCc1nc(N2CCN(C(=S)NCCCOC)CC2)c2c3c(sc2n1)CCCC3	-36%	16%	1%	0%	u	2%	0%	4%	3.4%
CC(C)NC(=S)NCc1cccs1	31%	-11%	-9%	3%	2%	4%	-1%	7%	-1.0%
Cc1cc(C)c2c(NC(=O)CCl)nn(C)c2n1	-15%	u	23%	-23%	-9%	0%	3%	15%	-0.7%
O=C(Nc1cccc2cccc(NC(=O)c3ccco3)c12)c1ccco1	-8%	u	6%	0%	-18%	-6%	19%	0%	-1.5%
CCOc1ccc(C(=O)Nc2cc(-c3nc4ccccc4s3)ccc2OC)cc1	-11%	-5%	30%	u	-13%	0%	-23%	-2%	4.5%
O=c1c2c3c(sc2n2cnnc2n1-c1ccccc1)N(Cc1ccccc1)CCC3	-19%[56.9 µM]	u	3%	-4%	-1%	-4%	x	-4%	3.5%
O=C1Nc2ccccc2CCC1Sc1nnc(-c2ccc(Cl)cc2)s1 (stereo not given)	-17%	8%	10%	2%	-18%	-2%	1%	0%	0.3%
O=C(CN1C(=O)C2CC=CCC2C1=O)NC1=NCCS1 (stereo not given)	30%	-4%	-5%	0%	2%	x	-13%	4%	0.8%
CSCCC1NC(=O)N(CC(=O)Nc2ccc(Br)cc2Br)C1=O (stereo not given)	15%	5%	0%	-2%	-8%	-3%	-2%	-3%	0.9%
CN=Cc1c(NC)nc2c(C)cccn2c1=O	-38%	18%[57.1 µM]	59%	-1%	-12%	-12%	0%	6%	2.2%
N#Cc1ccc(C23CC4(C2)[C@H](CN(CC2CCCCC2)[C@@H]4c2ccccc2)C3c2ccc(Cl)nc2)cc1 (stereo not given in full)	4%	4%[57.1 µM]	-5%	-2%	u	3%	-3%	-11%	7.2%
CCCc1[nH]n(-c2ccc([N+](=O)[O-])cc2)c(=O)c1C=NCCc1ccc(OC)c(OC)c1	-1%	-10%	-8%	0%	-19%	-1%	10%	-1%	1.6%
COCCn1cnc2c1c(=O)n(Cc1ccc(C#N)cc1)c(=O)n2Cc1ccccc1	-9%	18%	-1%	-9%	-14%	9%	-2%	-2%	-0.9%
O=C(OCC(=O)N1CCOCC1)C(c1ccccc1)c1ccccc1	-1%	-5%	1%	-3%	-15%	-1%	0%	6%	0.1%
Oc1c(C2=NCCNC(C(F)(F)F)=C2)ccc2ccccc12	-15%	-1%[57.1 µM]	-7%[57.1 µM]	-3%	-10%	0%	u	16%	-0.7%
C=CCN1C=C2C(=O)C(C)(OC(=O)C3CCCC3)C(=O)C(c3ccccc3)=C2C=C1CCCC(=O)OC (stereo not given)	-26%	79µM*	3%	-7%	u	4%	348%[activator]	15%	2.5%
Cc1coc2cc3oc(=O)c(CCC(=O)NCCN4CCOCC4)c(C)c3cc12	0%	-20%	2%	-2%	-10%	-4%	0%	-7%	9.1%
CSc1ncccc1C(=O)NCc1nnc2ccccn12	6%	-4%[2.29 µM]	-4%[2.29 µM]	2%	-5%	-4%	5%	-1%	x
O=C(NNC1CC(=O)N(c2ccccc2)C1=O)c1cccnc1 (stereo not given)	-19%	41%[activator][11.4 µM]	-9%[11.4 µM]	0%	-12%	2%	24%	7%	0.2%
O=C1COc2cc(O)ccc21	-20%	-5%	-10%	-6%	u	2%	1%	-3%	x
CC(NC(=O)c1nn(C)c(=O)c2ccccc12)c1ccc(F)cc1 (stereo not given)	5%	22%	11%	-6%	u	-3%	57%&0%[activator]	10%	-0.6%
O=c1c2cn[nH]c2nc(SCc2c(F)cccc2F)n1-c1ccc(Cl)cc1	7%&20%	10%	-2%	-4%&3%	-23%&-15%	8%&9%	u	15%&4%	-0.1%&6.3%
COc1ccc(CNC(=O)C(C)Cc2ccccc2)cc1O (stereo not given)	9%	17%[57.1 µM]	8%[57.1 µM]	6%	u	3%	2%	-2%	3.8%
Cc1ccc(CNC(=O)C2CCN(S(=O)(=O)c3cccs3)CC2)cc1	-30%	2%[57.1 µM]	-9%	-3%	3%	-5%	-3%	17%	-0.2%
CC(C)(C)c1ccc(C(=O)NCCC(=O)NCc2ccc(F)cc2)cc1	x	x	x	-5%	-24%	0%	10%	1%	x
COC(=O)C1=C(C)N(CCCC(=O)O)C(=O)NC1c1ccc(Br)cc1 (stereo not given)	15%	9%	1%	-2%	-27%	1%	u	3%	-4.2%
Cc1ccccc1NC(=O)CSc1nc(N)c(C#N)c(-c2cccs2)c1C#N	-8%	16%[57.1 µM]	37%	-10%	-26%	-7%	-5%	4%	u
COc1ccc(N(Cc2ccccc2)N=O)cc1	7%	20%	0%	4%	-4%	12%	-27%	2%	0.6%
CN(CC(=O)Nc1ccc(F)cc1)C(=O)COC(=O)COc1ccc(C#N)cc1	17%	-9%	-13%	-1%	-5%	7%	u	2%	0.5%
O=C(COc1ccc(Cl)cc1Cl)NCCCCc1ccccc1	-5%	14%	-2%	-3%	-17%	-3%	-16%	2%	-0.7%
O=C(/C(=C(\[O-])c1ccccc1)[n+]1ccc2ccccc2c1)c1ccc([N+](=O)[O-])cc1	-25%	7%[57.1 µM]	-15%	-12%	-19%	-5%	-13%	2%	-2.6%
C=CCSc1nnc(-c2cc3c(C(F)(F)F)nn(C)c3s2)n1C	-5%	0%	2%	-2%	-9%	4%	0%	0%	0.0%
COc1ccc(C2CC(=O)Nc3c2c(=O)nc2c(C)cccn32)cc1OC (stereo not given)	4%	11%[57.1 µM]	0%[57.1 µM]	-3%	u	3%	-12%	36%[activator]	10%
O=C(C[n+]1ccc(C(=O)c2ccccc2)cc1)Nc1ccccc1OC(F)F	-19%	-14%	-15%	-1%	3%	-13%	u	-5%	x
Cn1cc(C(c2ccccc2OCC(=O)O)c2cn(C)c3ccccc23)c2ccccc21	u	-8%[57.1 µM]	-7%	-2%	-7%	-11%	19%	-26%	1.4%
CC(C)OC(=O)C1C(=O)CC(C)(O)C(C(=O)OC(C)C)C1c1ccc([N+](=O)[O-])cc1 (stereo not given)	-23%	-12%	-5%	-8%	-6%	-7%	9%	0%	-1.9%
